CatB inh = human cathepsin B inhibition; inhibition, %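 (tested at 10 µM)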; P07858; AID 453; 63,000 tested, 0.1% active; purified cathepsin B, fluorogenic substrate, fluorescence; in the data active = inhibition above about 21%;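 note: 0% = enzyme with no compound and 100% = no enzyme blank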
CatL block = blocks human cathepsin L protease activity. inhibition, %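 (tested at 10 µM)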. purified cathepsin L, fluorogenic substrate, fluorescence. AID 460. 58,000 tested, 0.17% active; in the data active = inhibition above about 45%;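 note: 0% = enzyme with no compound and 100% = no enzyme blank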
Target sequence (P07711 114-288 limits assumed): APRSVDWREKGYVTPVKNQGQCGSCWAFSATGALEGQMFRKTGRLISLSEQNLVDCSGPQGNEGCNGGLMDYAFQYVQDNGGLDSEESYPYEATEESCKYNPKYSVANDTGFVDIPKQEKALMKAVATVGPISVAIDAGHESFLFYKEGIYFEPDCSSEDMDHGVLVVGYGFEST
Target sequence (P07711 292-333 limits assumed): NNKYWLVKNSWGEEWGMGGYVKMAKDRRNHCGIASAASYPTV
AP ELISA ortho = alternative pathway complement inhibition, orthogonal assay; inhibition, % at 5 µM; Human serum alternative complement pathway, LPS-coated ELISA, C3 deposition; tested in compound mixtures; 62,000 tested, 0.08% active; AID 1235;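 active = inhibition above 30% in each of the two pooled mixtures holding the compound, so the lower value exceeds 30%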;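 note: 0% = serum in Mg-EGTA without compound and 100% = EDTA serum blank; some compounds past the cut are filed as inactive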
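Assay system: Human serum alternative complement pathway, C3 deposition on LPS-coated wells | Incubation: 1 h serum-compound exposure at 37 °C | Doses: 5 µM per compound in ten-compound mixtures | Read-out: Percent inhibition | Technique: ELISA with HRP anti-human C3 antibody, TMB substrate, absorbance 450 nm | Replication: Two pool placements per compound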
FXIa mix inh = blocks human factor XIa in pooled compound mixtures; P03951; purified FXIa, fluorogenic substrate; inhibition, % at 5 µM; 62,000 tested, 0.19% active; AID 680; in the data active = inhibition above about 20%, passing the limit was not always enough;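 note: each value is inhibition by a whole ten-compound pool holding the compound; 0% = enzyme with no mixture and 100% = wells lacking enzyme; strong numbers were not always called active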
CatS inh = inhibitors of human cathepsin S | P25774 | recombinant cathepsin S, AMC dipeptide fluorescence, pooled mixtures | inhibition, %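 (tested at 5 µM per compound within 10-compound mixtures)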 | 62,000 tested, 0.06% active | AID 501; in the data active = inhibition above about 32%, passing the limit was not always enough; inconclusive = no clear call, values can overlap the other calls;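 note: 0% = enzyme without compound and 100% = blank without enzyme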
Target sequence (P25774 115-331 limits assumed): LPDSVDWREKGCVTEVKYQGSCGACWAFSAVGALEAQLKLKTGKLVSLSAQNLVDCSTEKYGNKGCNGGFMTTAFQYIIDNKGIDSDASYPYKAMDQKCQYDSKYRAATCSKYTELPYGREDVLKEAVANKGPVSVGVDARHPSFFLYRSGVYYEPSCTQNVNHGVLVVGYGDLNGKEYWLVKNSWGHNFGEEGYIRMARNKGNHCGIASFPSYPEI
CatG inh = blocks human cathepsin G enzyme activity; P08311; purified enzyme, AMC-tetrapeptide fluorescence, pooled mixtures; inhibition, % at 5 µM (by protocol); 62,000 tested, 0.2% active; AID 581;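 active = inhibition above 20% in each of the two mixture wells holding the compound; inactive = inhibition of 20% or less in either well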;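 note: 0% = enzyme control without mixture and 100% = blank lacking enzyme; strong numbers were not always called active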
Target sequence (P08311 21-244 limits assumed): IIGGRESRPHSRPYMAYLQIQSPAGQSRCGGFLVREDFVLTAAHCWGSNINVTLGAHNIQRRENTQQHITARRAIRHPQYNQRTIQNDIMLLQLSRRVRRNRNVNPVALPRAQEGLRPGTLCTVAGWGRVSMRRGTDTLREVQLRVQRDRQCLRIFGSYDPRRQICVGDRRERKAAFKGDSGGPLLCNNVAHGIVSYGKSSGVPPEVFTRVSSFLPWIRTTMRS
CatB mix inh = inhibitors of human cathepsin B in compound mixtures. P07858. Purified cathepsin B, AMC dipeptide fluorescence. inhibition, %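 (ten-compound pools at 5 µM per compound and 50 µM total)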. 62,000 tested, 0.06% active. AID 488; in the data active = inhibition above about 22%, passing the limit was not always enough; inconclusive = no clear call, values can overlap the other calls;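 note: 0% = enzyme without compound and 100% = no enzyme blank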
C1s inh = blocks human complement C1s protease activity; P09871; mean inhibition % of two 10-compound mixtures (active compounds read high), % at 5 µM (by protocol); purified C1s, fluorogenic AMC substrate, pooled mixtures; AID 538; 62,000 tested, 0.16% active;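 active = inhibition above 20% in each of the two 10-compound mixture wells holding the compound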;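 note: 0% = enzyme wells lacking compound mixture and 100% = no-enzyme blank wells; some compounds called inactive have numbers as strong as hits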
E coli RNAP = inhibitors of Escherichia coli RNA polymerase; inhibition, %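 (tested at 10 µM)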; 62,000 tested, 0.2% active; E. coli RNA polymerase, fluorescence transcription assay; in the data active = inhibition above about 20%;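 note: 0% = enzyme without compound and 100% = no enzyme blank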
Numbers without * were called inactive; ? = inconclusive; nt = no result given. Not all compounds are listed, so the mix of outcomes need not match the whole.

CatB inh	CatL block	AP ELISA ortho	FXIa mix inh	SMILES	CatS inh	CatG inh	CatB mix inh	C1s inh	E coli RNAP
-4	nt	2	3	COC(=O)c1cc(C(=O)CSc2nc(C)cc(C)n2)ccc1O	-2	-2	2	-27	-1
-3	-3	-11	9	Cc1cc(C(=O)CSc2n[nH]c(N)n2)c(C)n1-c1cccc(F)c1	-4	0	-1	-4	-3
0	0	0	16	COc1cc2c(cc1OC)CN(C(=O)CCCN1C(=O)c3ccccc3C1=O)CC2	2	-2	38	-1	4
2	13	5	15	CCOC(=O)c1c(C)[nH]c(C(=O)O)c1C	9	6	-3	4	4
-1	-2	21	9	Cc1cc(C)nc(SCC(=O)Nc2ccc(S(=O)(=O)Nc3onc(C)c3C)cc2)n1	-2	1	3	-36	2
3	-5	10	-14	CCCc1nc2oc3cc(OC)ccc3c(=O)c2c(=O)n1Cc1ccco1	-28	-7	-6	-105	nt
6	24	-18	6	CCCC(=O)Nc1cnc(NC(=O)c2cccc(F)c2)cc1C	20	-10	6	-11	4
0	-1	11	2	COc1ccc(S(=O)(=O)N2CCCN(CC(=O)Nc3ccc(OC)c(Cl)c3)CC2)cc1	1	0	3	-1	1
5	4	5	0	CN1CCC(OC(=O)C23CCC(C)(C(=O)O2)C3(C)C)CC1 (centres undefined)	0	5	0	-14	4
3	6	13	3	CN(C)C=Nc1ncc2c3ccccc3n(CCN(C)C)c2c1C#N	4	9	-3	1	2
9	25	1	4	CC(=O)n1nc(-c2ccco2)nc1N	9	-8	6	-40	7
0	-1	-13	-2	CC1(C)Cc2cccc(OCC(=O)N3CCN(S(=O)(=O)c4ccc(F)cc4)CC3)c2O1	-4	-8	2	-12	nt
3	0	1	12	Cc1oc(-c2ccc(Cl)cc2)cc1-c1nn2c(-c3ccoc3C)nnc2s1	22	3	2	-5	5
2	10	-4	3	O=C1CC(N2CCN(c3ccccc3Cl)CC2)C(=O)N1c1ccc(F)cc1 (centres undefined)	2	-7	3	-13	0
1	-4	3	6	Cn1c(SCC(=O)c2ccc(-c3ccccc3)cc2)nnc1-c1ccco1	27	12	5	9	13
0	-5	9	9	O=C1C2C3C=CC(C3)C2C(=O)N1c1ccccc1 (centres undefined)	8	3	-1	0	1
-5	-11	11	5	COc1ccc(-c2c3c(=O)n(C)c(=O)n(C)c3cn2-c2cc(OC)ccc2OC)cc1	-3	-3	2	-22	4
-3	-17	14	3	Cc1ccc(C)c2[nH]c(=O)c(CN(CC3CCCO3)S(=O)(=O)c3ccc4c(c3)OCCO4)cc12 (centres undefined)	-6	-2	2	-1	-2
1	7	-7	6	CCCOc1ccc(C(=O)c2nc3c(n2O)CCCC3)cc1	10	-4	3	-1	1
6	18	2	3	Cc1ccc(-c2nc(CS(=O)CC(=O)NCCN3CCCC3)c(C)o2)cc1 (centres undefined)	24	2	-1	-1	10
3	2	-3	-2	Cc1nn(C(=O)c2cc3sccc3[nH]2)c(C)c1C	-3	-7	3	-10	7
-4	1	10	6	CC(C)c1nc(N2CCN(C(=O)c3ccco3)CC2)c2c3c(sc2n1)CCCC3	-6	-4	-4	-3	-7
-1	-19	19	13	COc1ccc(NC(=O)CN(C2CCCCC2)S(C)(=O)=O)cc1OC	-9	9	4	11	8
3	0	-3	-1	CCc1ccccc1N=C1SCC(=O)N1C	-4	11	2	7	4
0	3	8	9	O=C(NC1=NCCS1)c1csc2ccccc12	0	5	-2	4	1
6	6	-4	11	c1cncc(CNc2c3c(nc4nnnn24)CCCC3)c1	23	-3	3	-31	9
0	-1	9	4	N=c1sccn1CC(=O)Nc1cccc(Oc2ccccc2)c1	-5	-2	0	4	1
3	3	-17	-1	CC(=O)NC(C(=O)NCC(N)=O)C(C)C (centres undefined)	12	6	0	-2	-5
2	-1	-7	2	O=C(Nc1ccccc1)c1ccccc1OCC(O)CN1C(=O)c2ccccc2S1(=O)=O (centres undefined)	10	7	-4	3	-1
4	20	11	5	CCOc1cccc2cc(C(=O)NCc3cccnc3)c(=O)oc12	12	10	2	5	6
2	nt	4	11	O=C(Cn1cnc2ccccc2c1=O)NC1CCCc2ccccc21 (centres undefined)	7	1	6	-1	7
3	8	-5	-6	COC(=O)Nc1ccc(S(=O)(=O)N2CCN(c3ccc(F)cc3)CC2)cc1	13	12	1	-37	9
13	16	-13	-1	Cc1cc2nnc(SCC(=O)N3C(C)CCCC3C)n2c(N)n1 (centres undefined)	16	-11	3	-19	6
3	-1	11	13	Cc1c(C(=O)O)oc2ccc(S(=O)(=O)NCCC3=CCCCC3)cc12	-2	6	7	9	6
9	3	-10	5	COc1ccccc1OCc1ccc(C(=O)NC(C)(C)C)o1	13	1	7	-1	0
-2	-4	13	4	O=C(CCCOc1ccccc1)n1nnc2ccccc21	-10	-5	1	-40	-1
2	1	-8	-6	Cc1cc(NCCN(C)C)n2nc(-c3cccs3)cc2n1	15	2	1	-9	6
-1	-6	7	7	Cc1cc(C)nc(Nc2ncc(O)n2-c2ccc(C)c(Cl)c2)n1	-6	-3	1	0	1
2	16	8	-15	N#CC(=C1CCCC1)c1nc(-c2ccccc2O)cs1	-2	-1	-4	-98	5
5	4	17	8	COc1cc(-c2noc(-c3cccc(Cl)c3)n2)cc(OC)c1OC	-14	7	5	9	4

Three of the entries above in order of the C1s inh value, highest first:
CatB inh	CatL block	AP ELISA ortho	FXIa mix inh	SMILES	CatS inh	CatG inh	CatB mix inh	C1s inh	E coli RNAP
4	20	11	5	CCOc1cccc2cc(C(=O)NCc3cccnc3)c(=O)oc12	12	10	2	5	6
0	3	8	9	O=C(NC1=NCCS1)c1csc2ccccc12	0	5	-2	4	1
9	3	-10	5	COc1ccccc1OCc1ccc(C(=O)NC(C)(C)C)o1	13	1	7	-1	0

Next section.
CatB inh	CatL block	AP ELISA ortho	FXIa mix inh	SMILES	CatS inh	CatG inh	CatB mix inh	C1s inh	E coli RNAP
6	8	1	7	COC(=O)N1CCN(c2ccc(OC)cc2)CC1	20	0	1	-3	5
3	-2	-15	1	CCOCCCNC(=O)c1ccccc1Br	2	-10	0	-8	-4
1	5	1	1	Cn1nnnc1SCC(=O)N1CCN(c2ccc(Cl)cc2)CC1	3	10	-2	11	9
2	1	-5	2	CCCN(CCC)C(=O)CSc1nc2n[nH]c(C)c2c(=N)n1-c1ccc(OCC)cc1	-7	-10	-3	-71	0
4	5	9	3	O=C1OC(N2CCN(C(=O)c3ccco3)CC2)c2ccccc21 (centres undefined)	14	8	3	-6	11
-1	-39	-3	0	CCOc1cc(-c2nc3cc(C)ccn3c2NCC2CCCO2)ccc1O (centres undefined)	7	10	-5	9	6
-5	14	13	6	O=C(CCn1cccc1)NCc1ccccc1	3	-2	4	-7	17
0	10	-4	0	C=CCSc1n[nH]c(-c2ccc(OCCC)cc2)n1	10	-5	0	29	-4
1	nt	9	4	CC(Oc1ccc(Cl)cc1Cl)C(=O)NCCCN(C)C (centres undefined)	?	10	4	9	2
-5	-6	-4	8	Clc1cccc(NCc2nnc(SCc3ccccc3)o2)c1	1	3	8	2	5
-4	5	25	0	CCOC(=O)C1CCN(S(=O)(=O)c2cnc[nH]2)CC1	0	-3	7	-14	1
2	-3	-15	-1	O=C(COc1ccccc1)NCC(c1cccs1)N1CCOCC1 (centres undefined)	7	-6	1	-14	-14
-1	-2	12	9	O=C(NC1CCN(Cc2nnnn2CCc2ccccc2)CC1)c1ccccc1F	-1	1	9	0	8
3	6	-5	-5	N#Cc1c(SCC(=O)N2CCOCC2)nsc1SCC(=O)N1CCOCC1	-2	-6	3	-19	-2
1	18	6	-2	Cc1cc(C)c2c(n1)nn1c(N3CCN(c4ccccc4)CC3)cc(C)nc21	7	9	1	0	nt
3	-10	11	3	CCCCOC(=O)c1ccc(N2C(=O)CC(N3CCN(C/C=C/c4ccccc4)CC3)C2=O)cc1 (centres undefined)	-8	4	2	12	5
1	nt	5	-3	CCCc1cc(C(=O)Nc2cc(OC)c(Cl)cc2OC)no1	2	3	-2	5	8
-5	-3	17	10	Cc1ccc(C(=O)N(CN2CCCC2=O)c2ccc(F)cc2)cc1	-9	4	8	6	3
-1	-4	16	4	Cc1ccc(CSc2nc3c(c(=O)[nH]c(=O)n3C)n2CCC(C)C)cc1	-2	-2	-2	-14	-4
0	-3	6	4	O=C(CSc1nc(O)cc(=O)[nH]1)N1CCCc2ccccc21	-8	-1	5	4	5
2	-8	9	11	C=CCn1c(=O)c(C(=O)Nc2ccccc2OC)c(O)c2ccccc21	-5	7	0	8	2
1	-12	8	0	O=C(C1CCC(CNc2c(N3CCCCC3)c(=O)c2=O)CC1)N1CCc2ccccc2C1 (centres undefined)	0	8	-7	0	6
2	8	17	-4	COc1ccc(N2C(=O)C3CCCN3C2c2ccccc2F)cc1 (centres undefined)	2	11	4	13	9
5	-10	25	8	CCOc1cccc(OCCCCN2CCOCC2)c1	-9	7	3	11	0
1	0	14	1	Clc1ccc2c(c1)C1OCCC1C(c1ccco1)N2 (centres undefined)	14	-3	-1	-26	-2
0	-51	-12	-5	Cc1ccc(-c2nn3c(C)nnc3s2)cc1NC(=O)c1ccc(-c2ccc(Cl)cc2Cl)o1	21	-14	2	-35	-7
7	6	4	-22	CCCCn1nnnc1SCC(=O)Nc1cccc(C)n1	0	-44	-2	-35	5
0	-8	9	6	O=C(Cn1nc(-c2ccccc2)ccc1=O)NCCN1CCN(Cc2ccccc2)CC1	-4	1	0	-4	0
0	15	5	1	COc1cccc(NC(=O)c2oc3ccccc3c2NC(=O)C(C)(C)C)c1	-6	-2	-5	-99	4
0	-2	1	5	CCS(=O)(=O)N1CCC(NC(=O)C2CCCCC2)CC1	-10	-5	1	2	2
5	17	6	9	CCCC(=O)NCc1nc2ccccc2n1C	14	2	-1	6	6
-1	-16	-1	3	CCOc1ccc(N(Cc2cc3cc(OC)ccc3[nH]c2=O)S(C)(=O)=O)cc1	-3	5	4	-9	1
-1	9	6	0	Cc1ccc(S(=O)(=O)N2CCOCC2)cc1C(=O)Nc1ccccn1	2	8	5	5	5
-1	-9	5	2	Cc1ccc(S(=O)(=O)N2CCN(S(=O)(=O)c3ccc4c(c3)OCCO4)CC2)cc1	-10	-3	1	-3	2
1	nt	-3	-6	O=S(=O)(c1cccs1)n1cnc2ccccc21	-9	4	1	-8	2
2	0	15	4	CCOC(=O)CC(=O)CSc1nnc(Cn2c(=O)sc3ccccc32)n1C	-3	15	8	17	4
4	-8	14	-3	COCCCNC(=O)c1cn(C)c(=O)c2cc(OC)c(OC)cc12	2	22	3	0	3
-1	-5	7	6	O=C(Cn1nnc(-c2ccccc2NC(=O)C2CC2)n1)NC1CCCCC1	0	12	1	5	8
2	0	9	-1	COc1ccc(NS(=O)(=O)c2c(C)[nH]c(=O)[nH]c2=O)c(OC)c1	2	9	5	7	4
6	0	13	2	CCOC(=O)c1ccc(NC(=O)c2ccc(NS(C)(=O)=O)cc2)cc1	-14	1	-3	1	4
5	nt	1	13	Cc1ccn2cc(C(=O)Nc3nnc(C)s3)nc2c1	6	11	2	8	11
3	-1	19	-11	CCOCC(=O)Nc1ccc(S(=O)(=O)N2CCOCC2)cc1	-22	-4	-12	-34	8
-1	19	11	1	Cc1c(C)c2c(C)[nH]nc2oc1=O	7	3	8	7	5
-1	29	11	10	O=C1CN(Cc2ccccc2)C(=NCc2ccco2)S1	8	6	-1	6	4
1	-3	5	9	CCN(CC)CCn1c(OC)cc(=O)[nH]c1=O	1	-5	-2	5	-1
-2	-11	15	3	CCOC(=O)C1CCN(S(=O)(=O)c2cccc(-c3cn4ccccc4n3)c2)CC1	2	2	-2	-7	0
